Bioassay records: PubChem, The Scripps Research Institute Molecular Screening Center
TAAR1 agonist – agonists of human TAAR1. 360,000 compounds, 0.99% hits. Q96RJ0. activation, % at 3 µM. CHO RD-HGA16 TAAR1, Fluo-8 calcium fluorescence; vehicle wells 0%, saturating PEA agonist 100%;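 active = activation above the mean activation of all test compounds in the run plus 3 SD, cut at about 38% in these data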
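System: CHO RD-HGA16 cells carrying human TAAR1 plus Gα16; Incubation: 17-24 h seeding, 75 min 37 °C dye, 30 min RT; Measured by: Fluo-8 fluorescence, 5 s baseline then 140 s kinetic read; Control set: DMSO and PEA EC100; Replication: single well for each compound.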
CHO parental Ca – counter-screen: ATP calcium response change in parental CHO cells. parental CHO-K1, ATP-induced calcium, Fluo-8 fluorescence. inhibition, % at 5.6 µM. 330,000 compounds, 0.63% hits. AID 463079;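 active = inhibition above that plate's mean sample inhibition plus 3 SD, cut at about 26% in these data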;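 note: 0% = ATP-challenged DMSO wells and 100% = DMSO wells without ATP; some compounds past the cut are filed as inactive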
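Measured by: calcium-sensitive Fluo-8 fluorescence / Test system: CHO parental line / Controls: ATP-challenged DMSO wells low, unchallenged DMSO wells high / Measure: % inhibition / Compound: single nominal dose of 5.6 µM per compound / Replicates: single well per compound, no replicates / Reagent: ATP as calcium-mobilizing challenge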
TAAR1 antagonist – human TAAR1 antagonism | Q96RJ0 | CHO RD-HGA16 TAAR1, Fluo-8 calcium fluorescence, antagonist | inhibition, % at 3 µM | 360,000 compounds, 1.5% hits;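 active = inhibition above a per-plate cutoff, the mean inhibition of test compounds on that plate plus 3 SD, cut at about 49% in these data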;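 note: 0% = DMSO plus EC80 beta-PEA response and 100% = DMSO alone without agonist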
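Test system: CHO RD-HGA16 cells bearing hTAAR1 | Reagent: β-PEA, EC80 | Compound dosing: 3 µM, single point | Schedule: Dye loading 75 min at 37 °C, then 30 min room temperature | Signal: Calcium fluorescence with Fluo-8 | Evaluation: Percent inhibition of PEA-evoked calcium signal, max/basal emission ratio | Control set: DMSO-only wells and EC80 β-PEA-stimulated wells | Repeats: Singlicate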
OXTR potentiator – potentiates the human oxytocin receptor response; P30559; CHO-OTR cells, Fluo-8 calcium fluorescence, potentiator mode; 0% = oxytocin EC15, 100% = EC100; activation, % at 3 µM; 320,000 compounds, 0.061% hits;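 active = activation above that plate's cutoff, the mean activation of tested compounds plus 3 SD, cut at about 6.6% in these data, passing the limit was not always enough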;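 note: 100% uses oxytocin at 75 nM as the full agonist control; some results filed as inactive read as strong as hits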
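test system = CHO-OTR cells, human receptor | compound = single-point 3.0 µM | schedule = 6 min compound pre-incubation at room temperature, 100 s kinetic read | signal = Fluo-8 no-wash calcium dye fluorescence, excitation 470-495 nm, emission 515-575 nm | repeats = single well per compound, singlicate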
CHO-K1 Ca PAM – counter-screen for M1 PAMs: effect in parental CHO-K1 cells; ATP EC20, Fluo-8 calcium fluorescence; 0% at ATP EC20, 100% at ATP max; activation, % at 3 µM; 360,000 compounds, 0.02% hits; AID 602247;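 active = activation above the run cutoff, the mean activation of all test compounds plus 3 SD, cut at about 40% in these data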;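 note: peak over basal fluorescence ratio in a 140 s read after ATP addition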
CHO-K1 Ca ag – nonselective activator or artifact in parental CHO-K1 cells; Fluo-8 calcium fluorescence; scaled to maximal ATP response, vehicle zero; activation, % at 3 µM; 360,000 compounds, 0.48% hits; AID 602248; in the data active = activation above about 15%;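 note: untransfected CHO-K1 host cells lacking M1 receptor as counterscreen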
V1aR counter – activates human V1a receptor in oxytocin agonist counter-screen | CHO-V1R cells, Fluo-8 calcium fluorescence, agonist mode; 0% DMSO, 100% 3 nM vasopressin | activation, % at 3 µM | P37288 | 320,000 compounds, 0.25% hits | AID 2797;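 active = activation above the mean activation of all tested compounds plus 3 SD, per screening run, cut at about 20% in these data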;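 note: signal is peak over basal fluorescence ratio across a 100 second FLIPR read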
Target sequence (P37288 whole entry, looked up): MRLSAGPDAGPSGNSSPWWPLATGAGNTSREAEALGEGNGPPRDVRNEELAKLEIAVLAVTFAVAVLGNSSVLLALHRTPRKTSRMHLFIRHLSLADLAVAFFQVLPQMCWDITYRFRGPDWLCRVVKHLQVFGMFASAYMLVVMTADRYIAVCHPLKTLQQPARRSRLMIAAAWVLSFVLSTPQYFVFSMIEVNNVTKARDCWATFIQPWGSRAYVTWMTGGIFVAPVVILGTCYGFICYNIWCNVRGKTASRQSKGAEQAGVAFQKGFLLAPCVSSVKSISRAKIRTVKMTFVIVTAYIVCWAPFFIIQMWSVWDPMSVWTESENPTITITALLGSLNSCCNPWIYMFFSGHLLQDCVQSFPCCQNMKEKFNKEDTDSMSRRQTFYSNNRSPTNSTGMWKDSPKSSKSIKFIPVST
M1 ag – activates human CHRM1 receptor; P11229; CHO-K1 hM1, Fluo-8 calcium fluorescence, agonist mode; 0% DMSO, 100% acetylcholine EC100; activation, % at 3 µM; 360,000 compounds, 0.33% hits;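 active = activation above the run's mean compound activation plus 3 SD, cut at about 16% in these data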;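 note: peak over basal fluorescence ratio within a 140 s kinetic read after compound addition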
Target sequence (P11229 whole entry, looked up): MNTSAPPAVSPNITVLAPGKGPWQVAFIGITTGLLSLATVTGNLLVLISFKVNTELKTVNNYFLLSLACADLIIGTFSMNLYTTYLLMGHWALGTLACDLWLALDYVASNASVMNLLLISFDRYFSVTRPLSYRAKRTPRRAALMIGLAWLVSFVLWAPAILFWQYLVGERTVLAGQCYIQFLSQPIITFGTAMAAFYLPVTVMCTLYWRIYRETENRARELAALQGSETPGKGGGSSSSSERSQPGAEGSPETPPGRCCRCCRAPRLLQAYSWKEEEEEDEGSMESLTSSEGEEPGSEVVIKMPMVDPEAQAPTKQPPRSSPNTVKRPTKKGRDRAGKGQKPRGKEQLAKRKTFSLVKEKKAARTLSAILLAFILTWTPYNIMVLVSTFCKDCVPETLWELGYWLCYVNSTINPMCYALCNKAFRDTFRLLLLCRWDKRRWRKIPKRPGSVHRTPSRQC
CHO-K1 Ca antag – counter-screen for M1 antagonists: effect in parental CHO-K1 cells; ATP-induced calcium, Fluo-8 fluorescence; inhibition, % at 3 µM; 360,000 compounds, 0.6% hits; AID 602250;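 active = inhibition above a per-plate cutoff, the plate's mean sample inhibition plus 3 SD, cut at about 24% in these data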;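 note: 0% = DMSO plus EC80 ATP and 100% = DMSO alone without ATP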
Active calls of the source: *; / = no result given.

#1 CCOC(=O)C1=C(C)NC(SC)=C(C#N)C1CC(C)C (stereo unspecified)
#2 C=CCc1cc(OC)ccc1OCCN1CC(C)OC(C)C1 (stereo unspecified)
#3 O=C(COC(=O)c1c2ccccc2cc2ccccc12)Nc1ncc(C(F)(F)F)cc1Cl
#4 COc1ccc(/C=N/OC(=O)Nc2ccccc2)cc1[N+](=O)[O-]
#5 Cc1c(C(=O)N(C)C)sc(NC(=O)c2cc([N+](=O)[O-])cc([N+](=O)[O-])c2)c1C#N
#6 CCCCn1c(N)c(N(Cc2ccccc2OC)C(=O)c2ccc([N+](=O)[O-])s2)c(=O)[nH]c1=O
#7 COc1ccc(NC(=O)CSc2nnc(CCC(=O)O)c(=O)n2N)cc1
#8 CCN(CC)c1ccc(/C=N/NC(=O)OC)c(O)c1
compound no.	1	2	3	4	5	6	7	8
CHO parental Ca	-14	-19	0	-5	-7	-17	0	-22
CHO-K1 Ca ag	0.8	0.3	0.1	1.1	0.7	0.4	0.3	-0.3
CHO-K1 Ca PAM	15	11	5	8	-5	0	2	3
V1aR counter	-1.9	0.6	0.9	1.4	1.4	-0.2	0.3	0.3
OXTR potentiator	-8	0	-3	-3	-8	-7	-1	-9
TAAR1 antagonist	0	-13	22	12	2	-7	-3	31
TAAR1 agonist	0	1	10	16	8	0	2	1
M1 ag	-7	-3	-6	-7	0	0	-3	-6
CHO-K1 Ca antag	-5	-7	-6	-5	8	-4	4	0

Arranged by SMILES length (high to low): 3 of the compounds above.
#6 CCCCn1c(N)c(N(Cc2ccccc2OC)C(=O)c2ccc([N+](=O)[O-])s2)c(=O)[nH]c1=O
#7 COc1ccc(NC(=O)CSc2nnc(CCC(=O)O)c(=O)n2N)cc1
#8 CCN(CC)c1ccc(/C=N/NC(=O)OC)c(O)c1
compound no.	6	7	8
CHO parental Ca	-17	0	-22
CHO-K1 Ca ag	0.4	0.3	-0.3
CHO-K1 Ca PAM	0	2	3
V1aR counter	-0.2	0.3	0.3
OXTR potentiator	-7	-1	-9
TAAR1 antagonist	-7	-3	31
TAAR1 agonist	0	2	1
M1 ag	0	-3	-6
CHO-K1 Ca antag	-4	4	0

Later entries
#9 CCOC(=O)C1(C)CCCN(C(=O)c2ccc(C#N)cc2)C1 (stereo unspecified)
#10 Cc1ccc(-n2c(=O)c3ccccc3n(CC(=O)NCc3ccco3)c2=O)cc1
#11 O=C(CCCC(=O)N1CCN(c2ccc([N+](=O)[O-])cc2)CC1)c1ccccc1
#12 Cc1ccc(NC(=O)COc2ccccc2[N+](=O)[O-])nc1
#13 CCCCOc1ccc(C(=O)NCC(=O)OCCCOC(=O)CNC(=O)c2ccc(OCCCC)cc2)cc1
#14 Cc1ccc(C)c2nc(SCC(=O)NCc3cccs3)c(C#N)cc12
#15 O=C(Nc1ccc(O)cc1)c1ccc(NC(=O)c2ccco2)cc1
#16 O=C(NC(=S)NCc1ccc(Cl)cc1)c1ccco1
compound no.	9	10	11	12	13	14	15	16
CHO parental Ca	/	-10	-8	-17	/	-6	-6	-18
CHO-K1 Ca ag	1.4	-0.1	15	0.7	0.2	4.0	3.3	-0.4
CHO-K1 Ca PAM	31	11	3	6	9	8	-5	-4
V1aR counter	/	1.5	5.8	-0.7	/	1.1	0.8	0.2
OXTR potentiator	/	1	-11	-8	/	-1	-15	-3
TAAR1 antagonist	0	-21	-26	23	-14	-15	18	-4
TAAR1 agonist	1	10	17	-1	0	4	5	-1
M1 ag	-4	-4	-5	-15	-3	1	-5	-4
CHO-K1 Ca antag	-14	-2	17	-6	8	-9	-3	1

#17 Cc1cccc(N(C)S(=O)(=O)c2ccc3[nH]cc(C(=O)N4CCOCC4)c(=O)c3c2)c1
#18 Cc1ccc(C2=NOC(=O)/C2=C\c2ccc(C)o2)cc1
#19 O=S(=O)(c1ccc(Cl)c(NC(=S)N/N=C/c2ccc(O)cc2)c1)N1CCOCC1
#20 N#CC(Cc1cccc(CC(C#N)(c2ccccc2)c2ccccc2)c1)(c1ccccc1)c1ccccc1
#21 CCOc1ccc(C(=O)Nc2ccc(N3CCN(C)CC3)cc2)cc1
#22 COc1ccc(Nc2nc(C)cc(C)n2)cc1Cl
#23 Cc1ccc(NC(=O)c2ccc(=O)n(CC(=O)Nc3c(C)cc(C)cc3C)n2)cc1
#24 COc1ccc(NC(=O)C2C3C=CC(C3)C2C(=O)O)cc1 (stereo unspecified)
compound no.	17	18	19	20	21	22	23	24
CHO parental Ca	-10	-4	-8	-8	-3	-20	-14	-4
CHO-K1 Ca ag	0.4	0.6	5.7	0.4	0.8	-0.5	0.4	2.0
CHO-K1 Ca PAM	12	20	2	-4	23	-16	2	24
V1aR counter	0.3	0.5	4.9	0.5	1.0	-0.7	-1.1	0.6
OXTR potentiator	4	0	-13	-5	-3	-9	4	-5
TAAR1 antagonist	-10	2	42	-10	-5	11	1	0
TAAR1 agonist	5	1	14	17	13	-3	0	-2
M1 ag	-4	-3	-4	-4	-8	-6	-5	-3
CHO-K1 Ca antag	-10	-13	-4	-6	-10	21	-16	-20

#25 CC(CCc1ccccc1)N1CCN(C)CC1 (stereo unspecified)
#26 Cc1cc2oc(=O)cc(C)c2c(=O)o1
#27 Nc1ccc(CC2SC(=O)NC2=O)cc1 (stereo unspecified)
#28 Cc1cccc2sc(N(CCCN(C)C)C(=O)CN3C(=O)c4ccccc4C3=O)nc12
#29 CCC1CCCCN1CC(=O)c1c(C)[nH]c2ccc(OC)cc12 (stereo unspecified)
#30 COc1cc(/C=N/NC(=O)NC23CC4CC(CC(C4)C2)C3)ccc1O
#31 Nc1cc(=O)[nH]c(SCC(=O)Nc2ccc3c(c2)CCC3)n1
#32 CN1CCN(C2=Nc3c(Cl)cc(Cl)c4cccc2c34)CC1
compound no.	25	26	27	28	29	30	31	32
CHO parental Ca	-5	7	9	-1	-6	-11	-4	-6
CHO-K1 Ca ag	-0.5	1.2	0.2	8.4	1.5	2.0	4.3	0.1
CHO-K1 Ca PAM	-2	12	16	-4	5	-6	10	5
V1aR counter	1.7	1.2	0.5	3.9	-0.2	0.2	0.1	1.4
OXTR potentiator	-8	-3	-8	-4	-7	-21	-10	-2
TAAR1 antagonist	-15	3	7	-2	-1	22	-10	3
TAAR1 agonist	4	9	9	14	1	12	3	8
M1 ag	-4	-3	-2	-1	-3	2	-4	-4
CHO-K1 Ca antag	2	-7	-6	-17	4	-3	-12	-5

Laid out differently: results already given.
21: CCOc1ccc(C(=O)Nc2ccc(N3CCN(C)CC3)cc2)cc1
  CHO parental Ca = -3
  CHO-K1 Ca ag = 0.8
  CHO-K1 Ca PAM = 23
  V1aR counter = 1.0
  OXTR potentiator = -3
  TAAR1 antagonist = -5
  TAAR1 agonist = 13
  M1 ag = -8
  CHO-K1 Ca antag = -10

6: CCCCn1c(N)c(N(Cc2ccccc2OC)C(=O)c2ccc([N+](=O)[O-])s2)c(=O)[nH]c1=O
  CHO parental Ca = -17
  CHO-K1 Ca ag = 0.4
  CHO-K1 Ca PAM = 0
  V1aR counter = -0.2
  OXTR potentiator = -7
  TAAR1 antagonist = -7
  TAAR1 agonist = 0
  M1 ag = 0
  CHO-K1 Ca antag = -4

2: C=CCc1cc(OC)ccc1OCCN1CC(C)OC(C)C1 (stereo unspecified)
  CHO parental Ca = -19
  CHO-K1 Ca ag = 0.3
  CHO-K1 Ca PAM = 11
  V1aR counter = 0.6
  OXTR potentiator = 0
  TAAR1 antagonist = -13
  TAAR1 agonist = 1
  M1 ag = -3
  CHO-K1 Ca antag = -7

(listing goes on)
#33 NC(=O)c1ccc(NC(=O)CCCNC(=O)c2ccc(Cl)cc2)cc1
#34 COc1cccc(NC(=O)C2CCN(S(=O)(=O)c3ccc4c(c3)C(C)(C)C(=O)N4C)CC2)c1
#35 COc1cccc(SCc2noc(C(=O)NCCN(C)C)c2C(=O)NCCN(C)C)c1
#36 CCOC(=O)c1nn(-c2ccccc2)c2nnc(Cc3ccccc3)c(=O)n12
#37 CC(C)CNC(=O)c1ccccc1SCC(=O)NC12CC3CC(CC(C3)C1)C2
#38 CN(c1ccccc1)S(=O)(=O)c1cccc(NC(=O)c2cc(=O)c3ccccc3o2)c1
#39 COC(=O)c1ccccc1NC(=O)CS(=O)(=O)Cc1nc(-c2ccc(C)cc2)oc1C
#40 CC(Sc1nc(-c2ccccc2)cc(C(F)(F)F)n1)C(=O)NCCN1CCOCC1 (stereo unspecified)
compound no.	33	34	35	36	37	38	39	40
CHO parental Ca	7	-8	-4	6	-13	-12	-25	-12
CHO-K1 Ca ag	4.9	5.3	0.7	0.7	1.0	1.3	0.2	2.1
CHO-K1 Ca PAM	3	6	12	-11	4	-8	15	22
V1aR counter	0.3	-0.6	-0.1	0.5	1.0	6.0	0.1	0.1
OXTR potentiator	-4	-5	9	2	9	-14	-1	-3
TAAR1 antagonist	6	-1	-10	4	-9	74*	-25	-8
TAAR1 agonist	0	5	6	7	0	19	-2	4
M1 ag	-2	-1	-13	0	-5	-6	-10	-8
CHO-K1 Ca antag	-8	9	-15	13	1	3	-4	-13

#41 CCCn1nnc(NC(=O)c2ccc([N+](=O)[O-])cc2Cl)n1
#42 O=C(NCCN1CCOCC1)c1cc(Sc2cccc(Cl)c2)nc2ccccc12
#43 N#CCC(=O)N/N=C/c1cn(Cc2ccc(Cl)c(Cl)c2)c2ccccc12
#44 COc1ccc(/C=N/NC(=S)Nc2cc(C(F)(F)F)ccc2Cl)cc1
#45 CC1CCCC(C)N1CCCNC(=O)C(=O)Nc1ccc2nc3n(c(=O)c2c1)CCCCC3 (stereo unspecified)
#46 Cc1ccc(NC(=O)CN2C(=O)NC3(CCCCC3C)C2=O)cc1S(=O)(=O)N1CCCCC1 (stereo unspecified)
#47 COc1ccccc1NC(=O)Cc1nnc(SCC(=O)NC2CCCC2)n1C
#48 O=C(Nc1ccccc1)/C(=C/c1ccc2c(c1)OCO2)NC(=O)c1ccco1
#49 Cc1ccc(C)c(NC(=S)NNc2ccc(F)cc2F)c1
compound no.	41	42	43	44	45	46	47	48	49
CHO parental Ca	-3	-14	1	-9	-27	-27	-20	-3	71*
CHO-K1 Ca ag	15*	2.1	0.5	0.0	-0.2	-0.5	0.6	0.8	-0.7
CHO-K1 Ca PAM	23	24	13	7	1	2	-4	19	16
V1aR counter	0.2	0.5	-0.4	1.1	0.3	-0.5	0.9	-0.1	-1.4
OXTR potentiator	-4	-6	-12	1	-1	0	3	-4	-4
TAAR1 antagonist	7	-6	-20	-18	-18	-16	14	6	44
TAAR1 agonist	4	6	-1	0	3	3	1	1	0
M1 ag	-11	-4	-2	-7	-6	-2	-5	-3	-3
CHO-K1 Ca antag	-1	-13	-16	1	-8	4	-9	-7	-6
